p-CIP stab down – p/CIP protein destabilization; Q05BA5; F442A p/CIP-EGFP cells, EGFP fluorescence, 16 h; decrease of EGFP signal, % at 10 µM; 290,000 tested, 0.01% active; AID 1984;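 active = EGFP signal decrease of at least 30% at 10 µM or well 3 SD below plate mean, unless failing retest; inactive = the rest, including hits failing retest or dose response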; note: some compounds called inactive have numbers as strong as hits; many of its hits are not listed in these tables
IMP-1 inh – blocks Pseudomonas aeruginosa IMP-1 metallo-beta-lactamase; purified IMP-1, nitrocefin hydrolysis, epi-absorbance fluorescence; AID 1556; 290,000 tested, 0.45% active; inhibition, % at 5.6 µM;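 active = inhibition above the mean plus 3 SD of all compounds in the same screening run, cut at about 4.5% in these data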;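 note: 0% = IMP-1 with DMSO and 100% = DMSO wells lacking enzyme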
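System – purified recombinant IMP-1 beta-lactamase · Input – IMP-1 dispensed at 0.2 nM · Timing – 15 min preincubation plus 25 min reaction at 25 °C · Signal – Epi-absorbance fluorescence, 480 nm excitation, 530 nm emission · Measure – percent IMP-1 inhibition derived from blank-referenced optical density · Controls – Enzyme-plus-DMSO low control, enzyme-free DMSO high control · Replication – singlicate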
PfM18AAP inh – PfM18AAP enzyme inhibition; recombinant PfM18AAP, H-Glu-NHMec fluorogenic cleavage; inhibition, % at 7.35 µM; 290,000 tested, 1.2% active;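 active = inhibition above the campaign mean inhibition over all tested compounds plus 3 SD, cut at about 28% in these data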;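 note: 0% = plate median of test compound wells and 100% = 2 mM ZnCl2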
DNA FID counter – counter-screen for HCV NS3 helicase inhibitors: DNA intercalator displacement; DNA fluorescent intercalator displacement, fluorescence; inhibition, % at 7.9 µM; 290,000 tested, 0.17% active; AID 1845; in the data active = inhibition above about 37%;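 note: 0% = vehicle and 100% = reference compound; higher means more ethidium bromide displaced from hairpin DNA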
SUMO HTRF inh – inhibitors of human SUMOylation (UBC9). 290,000 tested, 0.36% active. HTRF SUMOylation assay, SAE1/SAE2 + UBC9, in vitro. inhibition, % at 35 µM. P63279. AID 2006; in the data active = inhibition above about 50%, passing the limit was not always enough; note: strong numbers were not always called active
Target sequence (P63279 whole entry, looked up): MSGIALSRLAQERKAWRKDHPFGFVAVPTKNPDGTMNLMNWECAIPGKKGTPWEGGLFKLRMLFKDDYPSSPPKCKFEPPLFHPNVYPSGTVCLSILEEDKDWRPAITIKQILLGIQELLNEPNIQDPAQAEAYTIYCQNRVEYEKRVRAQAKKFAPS
NS3 helicase inh – HCV NS3 helicase inhibition; AID 1800; 290,000 tested, 0.56% active; inhibition, % at 10.9 µM; NS3 helicase DNA unwinding, Cy5 molecular beacon fluorescence;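 active = inhibition above the mean of all tested compounds plus 3 SD, set per campaign, cut at about 35% in these data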;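 note: 0% = DMSO wells and 100% = thioflavine S control wells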
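test system = hepatitis C virus NS3 helicase domain fragment enzyme | reagent = annealed dual-labelled DNA beacon duplex, ATP-started | times = 1 h at 25 °C | detection = Cy5 fluorescence, 0 and 60 min reads | read-out basis = percent inhibition from t60/t0 fluorescence ratio | control set = DMSO and thioflavine S | replication = one well per compound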
IDE act – activators of human insulin-degrading enzyme in cells; P14735; HEK cells, FAbeta-B cleavage, fluorescence polarization; 0% vehicle, 100% cell-free pure enzyme wells; activation, % at 5.96 µM; 340,000 tested, 0.073% active; AID 493087;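 active = activation above the mean of all tested compounds plus 3 SD, set per screening campaign, cut at about 17% in these data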
IDE inh – inhibitors of human insulin-degrading enzyme in cells; P14735; 320,000 tested, 0.41% active; inhibition, % at 5.59 µM; HEK cells, FAbetaB cleavage, fluorescence polarization;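 active = percent inhibition above the average of all tested compounds plus 3 SD, set per screening campaign, cut at about 16% in these data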;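 note: IDE supplied by intact live HEK cells; FP after avidin binding of uncleaved biotin substrate so inhibition keeps polarization high; 0% = DMSO wells and 100% = 60 µM reference IDE inhibitor Ii1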
VIM-2 inh – blocks Pseudomonas aeruginosa VIM-2 metallo-beta-lactamase; purified VIM-2, nitrocefin hydrolysis, epi-absorbance fluorescence; inhibition, % at 5.6 µM; 290,000 tested, 0.89% active; AID 1527;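 active = inhibition above the mean of all tested compounds plus 3 SD, cutoff set per screening run, cut at about 7.5% in these data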;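 note: red hydrolysis product quenches plate fluorescence so inhibitors raise well fluorescence; 0% = enzyme with DMSO and 100% = DMSO without enzyme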
* = called active by the depositor; · = not tested or not shown.

The first 3 records as a preview:
SMILES	p-CIP stab down	IMP-1 inh	PfM18AAP inh	DNA FID counter	SUMO HTRF inh	NS3 helicase inh	IDE act	IDE inh	VIM-2 inh
O=C(O)C(c1ccccc1)N1C(=O)c2cccc3cccc(c23)C1=O (stereo unspecified)	-7	4.4	-2	-32	3	13	4	4	20*
COc1ccc(-c2cc(C(=O)Nc3nc4ccccc4s3)c3ccccc3n2)cc1OC	-3	-2.2	0	-9	20	-63	-1	1	-1.6
O=C(CCc1nnc(CCCc2ccccc2)o1)NCC(F)(F)F	-17	-2.3	6	12	13	0	5	4	-2.7

Main list, previewed entries included:
SMILES	p-CIP stab down	IMP-1 inh	PfM18AAP inh	DNA FID counter	SUMO HTRF inh	NS3 helicase inh	IDE act	IDE inh	VIM-2 inh
O=C(O)C(c1ccccc1)N1C(=O)c2cccc3cccc(c23)C1=O (stereo unspecified)	-7	4.4	-2	-32	3	13	4	4	20*
COc1ccc(-c2cc(C(=O)Nc3nc4ccccc4s3)c3ccccc3n2)cc1OC	-3	-2.2	0	-9	20	-63	-1	1	-1.6
O=C(CCc1nnc(CCCc2ccccc2)o1)NCC(F)(F)F	-17	-2.3	6	12	13	0	5	4	-2.7
O=C(CSCc1ccc(F)cc1)Nc1ccc(F)cc1	0	-1.9	1	1	-6	-5	-5	-1	-1.2
CCN(C(=O)c1cc2cc3ccc(C)cc3nc2o1)c1ccc(OC)cc1	-8	0.3	-15	-23	6	-11	2	8	0.4
Cc1cccc(NC(=O)CC(C)(C)C)c1	-4	-0.6	-3	3	25	-5	-2	1	0.3
CCOC(=O)N1CCN(CC(=O)Nc2ccc(C)c(Br)c2)CC1	-17	-0.9	-4	-21	5	0	5	10	-4.1
CCC(C(=O)NC1CCCC1)N(C(=O)Cn1nnc(-c2ccc(C)o2)n1)c1ccc(OC)cc1 (stereo unspecified)	-3	-1.6	-5	-35	1	-12	6	5	-2.5
CCOC(=O)c1ccc2nc(NC(NC(C)=O)(C(=O)OC)C(F)(F)F)sc2c1 (stereo unspecified)	-7	-0.3	1	-4	18	-6	6	-2	0.0
CS(=O)(=O)N(CC(=O)Nc1ccccc1Br)Cc1ccccc1	-6	-0.1	1	-11	-15	-3	-2	0	-1.2
CCN(CC)C(=O)C1CCC(CNS(=O)(=O)c2cccc3nsnc23)CC1 (stereo unspecified)	-4	0.0	-10	-33	13	5	2	-6	-2.5
COC(=O)c1cc(NC(=O)C2(S(=O)(=O)c3ccc(C)cc3)CC2)cc(C(=O)OC)c1	5	-3.3	-2	0	-7	2	6	4	-4.4
CCCCOc1ccc(Cc2c(COCC)[nH]c(=S)[nH]c2=O)cc1	0	-1.9	6	-32	10	22	-6	-4	-3.4
CCCCNC(=O)CN1CCC2(O)CCCCC2C1c1ccccc1OC (stereo unspecified)	-14	-4.5	-11	6	0	-8	3	8	1.1
COC(=O)c1ccc(CSc2ncnc3ccccc23)o1	-1	-5.6	2	-14	8	3	-11	2	0.0
CCN1CCN(C(=O)Cn2nc(C)n3c(cc4c(OC)cccc43)c2=O)CC1	1	-0.7	1	7	27	4	1	1	28*
Cn1c(=O)[nH]c(=O)c2c1nc(N1CCNCC1)n2Cc1cccc2ccccc12	-6	-5.9	-2	13	-6	18	1	-8	-2.1
CSc1ccc(C2C(C#N)=C(N)N(c3ccccc3)C3=C2C(=O)CCC3)cc1 (stereo unspecified)	1	-2.2	13	-20	22	12	-6	2	-3.0
Cc1cc(CNC(=O)COc2ccc(F)cc2Cl)cc(C)c1O	-1	-2.3	3	-15	3	-6	4	2	-2.7
COC(=O)CSc1snnc1-c1ccc(Cl)cc1Cl	-4	-1.4	-5	-5	11	-1	1	-7	0.8
COc1ccccc1NC(=O)c1nn(-c2ccccc2)ccc1=O	-1	-1.4	-13	-10	-6	-7	-4	-1	-0.8
Cc1cc(=O)nc2c3ccccc3n(C(C)C(=O)NCCN3CCOCC3)n12 (stereo unspecified)	6	-1.0	2	-2	10	6	2	2	-1.5
CCCc1cc(=O)[nH]c(SCC(=O)N2CCN(S(=O)(=O)c3ccc(C)cc3)C2)n1	2	-2.8	-2	-21	7	-1	6	5	-4.2
COC(=O)c1sc2ccccc2c1N	10	-3.4	8	8	0	4	1	1	-0.5
COc1ccc(S(=O)(=O)N2CC(=O)Nc3ccccc32)cc1F	-16	-3.3	-11	3	6	-12	6	-3	-3.5
CCn1c(C)c(C)c2cc(C(=O)NCCN3CCCCCC3)ccc21	-20	-1.7	3	5	11	-26	-1	2	1.8
CCc1ccc2c(CN(C)Cc3ccc(OC(F)F)c(OC)c3)cc(=O)oc2c1	-15	-1.4	-6	-26	4	-15	-5	-1	-0.1
O=C(NCC1CCN(c2ccc(S(=O)(=O)N3CCOCC3)cc2)CC1)Nc1ccccc1F	-1	-6.0	-1	-38	11	4	0	10	-3.1
CCN(c1ccccc1)S(=O)(=O)c1ccc2c(c1)N(C(C)=O)CCO2	6	-0.1	6	-19	-10	26	0	2	-0.4
O=C(NC(=S)N1CCCCCC1)C1CC1	-3	-3.6	5	-7	17	-1	3	-4	-6.0
CCOc1ccc(/C=C2\SC(=S)N(CC(=O)Nc3ccccn3)C2=O)cc1	14	-3.7	-4	-2	-1	10	3	2	-1.1
COc1ccc(NC(=O)Nc2nc(C)cc(C)n2)c(OC)c1	1	-2.3	-9	-6	16	-3	2	-6	-0.7
Clc1ccc(-n2ncc3c(NCCCn4ccnc4)ncnc32)cc1	-2	0.6	-7	3	24	3	-5	-8	-2.8
COc1ccc(C2=C/C(=C/c3cccnc3)C(=O)O2)cc1OC	-7	-2.0	-5	-15	9	-3	-6	-2	-0.2
CC(=O)NC(c1ccccc1)c1nc2ccccc2[nH]1 (stereo unspecified)	-8	-4.2	3	-6	5	-2	0	2	0.2
[N-]=C=C1C(=S)NC(=O)[C@H]([n+]2ccccc2)[C@H]1c1ccc(Cl)cc1	-8	-1.2	22	-18	-10	16	-6	-5	0.6
Cc1cccc(C(=O)OCc2cc3ccccc3[nH]c2=O)c1	-14	1.5	14	-14	7	-6	0	4	2.4
CCOC(=O)c1sc2nc3c(SCC(=O)O)cc(C(=O)c4ccccc4O)cn3c(=O)c2c1C	-17	-0.9	-8	-2	76*	23	7	0	-3.1
CN1C(C(=O)Nc2ncccn2)=C(O)c2ccccc2S1(=O)=O	-4	-2.2	14	1	-6	0	-4	·	-2.9
CCCCCCc1cc2cc(-c3nnc(-c4ccccc4)o3)c(=O)oc2cc1O	-40	-1.1	0	-4	12	-1	-27	7	-1.5
CN(CCO)C(=O)c1c(NC(=O)c2ccccc2)sc2c1CCCC2	7	2.0	-10	-4	10	5	0	-4	-1.1
O=C(CN(CC1CCCO1)C(=O)CNS(=O)(=O)c1ccc(Cl)cc1)NCCc1ccccc1 (stereo unspecified)	-8	-1.2	3	-19	0	-2	4	4	-4.2
COc1c[nH]n(C2CCCCC2)c(=O)c1=O	31	-0.3	-1	-3	14	3	-2	9	-2.2
Clc1cc2c(c(Cn3cnc4ccccc43)c1)OCOC2	-10	-1.6	-2	-8	-2	-28	0	-4	-4.5
Cc1ccc(NC(=O)COc2cccc(/C=C3\SC(=S)N(CCC(=O)O)C3=O)c2)cc1Cl	1	-0.2	2	-22	34	11	-4	8	0.4
COc1ccc(NC(=S)N(CCc2c(C)[nH]c3ccccc23)Cc2cccnc2)cc1	2	-2.0	6	-17	-5	-8	8	-4	-3.0
Cc1ccc(-n2ncc3c2CC(C)(C)CC3NC(=O)CCc2ccncc2)cc1 (stereo unspecified)	-1	-1.5	-4	-27	1	-2	3	-5	-1.2
O=C(NC1CCOCC1)C1CCC(=O)N(Cc2ccc(Cl)cc2)C1 (stereo unspecified)	2	-1.3	-5	-9	1	-3	7	2	-0.4
O=C(CSc1ccccc1)Nc1ccc(C(=O)Nc2ccc(O)cc2)cc1	10	-3.3	3	-12	0	-2	2	·	-3.2
COc1cc(C(=O)NC2Cc3ccccc3C2)ccc1OC1CCN(C(C)=O)CC1	1	-0.5	-6	-38	6	3	-2	·	-1.9
COc1ccc2[nH]cc(CCNC(=S)NCCc3ccccc3)c2c1	8	-5.6	2	2	-20	0	-1	1	-3.8
Cc1cc(C)cc(-n2c(SC(C)C(=O)NCc3ccc4c(c3)OCO4)nc3ccccc3c2=O)c1 (stereo unspecified)	3	0.3	-18	-23	-14	-9	1	-3	0.4
COc1ccccc1/C=C/C(=O)OCC(=O)NCCC1=CCCCC1	-11	-1.9	6	-29	17	-5	-5	-3	-1.8
Cn1c(-c2cc3ccccc3oc2=O)nc2ccccc21	-2	-1.2	-2	-1	27	-8	-2	0	-1.2
O=C(COn1nnc2ccccc21)N1CCN(Cc2ccccc2)CC1	9	-1.6	-1	-8	0	-16	2	3	-2.1
O=[N+]([O-])c1cc(C(F)(F)F)cc([N+](=O)[O-])c1NCCN1CCNCC1	-6	-1.4	10	18	-17	-4	3	-5	2.7
CCc1ccc(/C=C/C(=O)C2C(=O)c3ccccc3C2=O)cc1	6	0.8	-1	-20	4	38*	-1	2	1.4
COc1ccc(CCNC(=O)C2CCCN(c3nc(C)cc(C)n3)C2)cc1 (stereo unspecified)	15	-4.1	-15	-20	2	-3	6	5	-3.2
CS(=O)(=O)N(CC(=O)NCC1CCCO1)c1cccc([N+](=O)[O-])c1 (stereo unspecified)	-4	-2.2	-17	0	-1	-11	3	2	0.2
CCCc1nc2ccccc2c(=O)n1/N=C/c1c(C)[nH]n(-c2ccc(C)cc2)c1=O	4	4.4	7	-4	-1	-7	5	8	-2.9

(listing goes on)
SMILES	p-CIP stab down	IMP-1 inh	PfM18AAP inh	DNA FID counter	SUMO HTRF inh	NS3 helicase inh	IDE act	IDE inh	VIM-2 inh
CCN1C(=O)N[C@@H](c2cccs2)C(C(C)=O)=C1C	-8	·	·	·	18	·	1	-4	·
O=C(CSc1nnc(-c2cccnc2)n1Cc1ccco1)Nc1nc(-c2ccc(F)cc2)cs1	2	-2.2	-6	-18	3	-10	-22	3	-1.6
CC(=O)Nc1cccc(OCCCNC(=O)c2ccc(F)cc2)c1	2	-2.7	-2	-6	11	-2	8	-3	-2.3
Cc1ccc(-c2nnc(COc3cccc(-n4cnnn4)c3)o2)cc1	2	-2.3	2	-4	-10	-7	-2	8	-0.5
O=C(/C=C/c1ccccc1)N1c2ccccc2Sc2ccc(C(F)(F)F)cc21	7	-2.0	-4	-8	-12	12	5	-3	-4.1
Cc1cc(C)cc(OCC(=O)Nc2ccc3c(c2)OCCO3)c1	1	-2.0	3	-19	-16	-1	3	2	-3.0
COC(=O)c1ccccc1NC(=O)C/C(C)=N/NC(=O)CC#N	-8	-3.4	38*	-2	-4	-1	9	8	-3.3
COc1cc(C(O)P(=O)(OCC(C)C)OCC(C)C)cc(OC)c1OC (stereo unspecified)	-6	-3.9	-11	-29	-11	0	2	4	-4.5
O=C(O)c1ccc(Nc2nc3ccccc3nc2NS(=O)(=O)c2cccs2)cc1	0	0.4	-6	-46	6	11	4	-8	1.2
